# Compound activity as filed in PubChem.
# DRD3 agonist – agonists of human D3 dopamine receptor; P35462; D3R DiscoveRx beta-arrestin cells, luminescence, 90 min; max activation, %; hit rate 0.58% among 410,000; AID 652048; in the data active = max activation above about 30%; also: 0% is about no effect; mostly tested at two doses, the higher about 12 µM
# Target sequence (P35462 whole entry, looked up): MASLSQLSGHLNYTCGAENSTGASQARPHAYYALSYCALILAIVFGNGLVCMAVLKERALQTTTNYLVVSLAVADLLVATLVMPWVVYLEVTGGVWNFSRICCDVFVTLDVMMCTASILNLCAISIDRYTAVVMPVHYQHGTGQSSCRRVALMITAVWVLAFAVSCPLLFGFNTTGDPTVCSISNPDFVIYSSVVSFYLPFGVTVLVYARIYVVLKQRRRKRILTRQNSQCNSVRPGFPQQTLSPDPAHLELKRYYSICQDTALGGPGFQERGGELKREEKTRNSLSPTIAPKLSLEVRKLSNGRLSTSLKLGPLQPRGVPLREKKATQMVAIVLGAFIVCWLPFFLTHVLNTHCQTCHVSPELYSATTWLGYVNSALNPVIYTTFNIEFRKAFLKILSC
#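 Cells at 1500/well, incubated overnight, then treated with pinned compounds (dopamine as control) for 90 min at 37 degrees C. DiscoveRx reagent added for 30 - 60 minutes at room temperature; luminescence read.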
# D3 antag – D3 dopamine receptor (human) antagonism | P35462 | D3R cells, DiscoveRx beta-arrestin luminescence, antagonist mode; stronger effect = lower value | max response, negative = inhibition, % | hit rate 2.5% among 360,000 | AID 652054; in the data active = max response below about -50%; inconclusive = no clear call, values can overlap the other calls; also: % is scaled to controls: 0 for no effect and ±100 for the full control effect; mostly tested at two doses, the higher about 12 µM
#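 Cells expressing the human receptor were seeded at 1500 cells/well, incubated overnight at 37 degrees C in 5% CO2, then exposed to library compounds with dopamine controls for 90 minutes at 37 degrees C before luminescent detection.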
# GLP1R ag – activates the human GLP-1 receptor; P43220; HEK293 GLP-1R CRE-luciferase, luminescence, 4-6 h; cells express a hypersensitive GLP-1R form; Potency, µM (titrated, usually from 45.6 µM), for the others: top-dose activation, hits mostly activators; hit rate 0.007% among 380,000; also: potency is read from the fitted curve at half-maximal effect; % of control where 0% means no effect
# Target sequence (P43220 whole entry, looked up): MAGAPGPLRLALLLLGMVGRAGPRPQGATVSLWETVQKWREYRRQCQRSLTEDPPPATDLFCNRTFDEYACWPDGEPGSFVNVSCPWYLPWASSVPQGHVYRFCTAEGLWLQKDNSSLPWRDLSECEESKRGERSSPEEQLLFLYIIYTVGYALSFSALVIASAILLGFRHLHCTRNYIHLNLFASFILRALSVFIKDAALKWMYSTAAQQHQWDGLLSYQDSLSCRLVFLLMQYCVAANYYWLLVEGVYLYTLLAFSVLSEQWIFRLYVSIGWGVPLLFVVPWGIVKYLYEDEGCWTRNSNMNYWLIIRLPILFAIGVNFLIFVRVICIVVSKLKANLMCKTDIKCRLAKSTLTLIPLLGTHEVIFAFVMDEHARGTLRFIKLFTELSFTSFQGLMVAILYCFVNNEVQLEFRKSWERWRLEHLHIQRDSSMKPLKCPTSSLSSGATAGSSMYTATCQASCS
# KB-3-1 cytotox – KB-3-1 parental cell cytotoxicity; KB-3-1 viability, CellTiter-Glo ATP luminescence, 72 h; Potency, µM (highest dose often 46.1 µM), without a hit: at the highest dose activity change, negative = cytotoxic, usual class: cytotoxic; hit rate 1.4% among 400,000; also: potency is read from the fitted curve at half-maximal effect; % is scaled to controls: 0 for no effect and ±100 for the full control effect; nearly all actives have a fitted effect of over 60% in size
#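 Viability of parental KB-3-1 cells, measured by CellTiter-Glo luminescence, followed a 72 h incubation at 37 °C with pinned compounds in phenol-red-free DMEM containing 10% FBS.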
# HT1080 IDH1KD tx – kills HT-1080 cells with IDH1 knockdown. HT-1080 IDH1 knockdown viability, ATP luminescence, 48 h. hit rate 2% among 360,000. Potency, µM (titrated, usually from 46.1 µM), inactives show at the highest dose activity, negative = toxicity, actives largely listed as cytotoxic. AID 686971;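 also: potency is read from the fitted curve at half-maximal effect; 0% = DMSO wells and -100% = cell-free medium wells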
#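 HT-1080-IDH1KD cells (IDH1 knocked down), 750/well in RPMI with 5% FBS, treated with compound 48 h at 37 degrees C. Viability by CellTiter-Glo luminescence, normalised to DMSO and no-cell wells; concentration-response curves classed.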
# IL-1B inflam inh – inflammasome signaling inhibition, IL-1 beta readout. activity change, % at 57.5 µM. hit rate 4.7% among 360,000. AID 743279. THP-1 LPS/ATP IL-1B secretion, AlphaLISA, 16 h; stronger effect = lower value; in the data active = activity change below about -50%; inconclusive = mostly about -30% to -49%; also: % is scaled to controls: 0 for no effect and ±100 for the full control effect
#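 THP-1 cells pretreated 1 hr with compounds (up to 57.5 uM final), then stimulated with LPS (250 ng/mL final) plus ATP (1.25 mM final); secreted IL-1B measured by AlphaLISA after 16 hr, decreased signal indicating inhibition.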
# KB-V1 MDR tox – KB-V1 MDR subline cytotoxicity | Potency, µM (series often up to 46.1 µM), without a hit: top-dose activity change, negative = cytotoxicity, usual class: cytotoxic | hit rate 3.4% among 400,000 | KB-V1 MDR cells viability, CellTiter-Glo, 72 h; also: potency is read from the fitted curve at half-maximal effect; % is scaled to controls: 0 for no effect and ±100 for the full control effect; nearly all actives have a fitted effect of over 60% in size
#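 Luminescent ATP read-out (CellTiter-Glo, 10 min) measures survival of drug-selected KB-V1 MDR cells after 72 h, 37 degrees C compound exposure. Medium: phenol-red-free DMEM, 10% FBS. Values from fitted concentration-response curves.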
# HT1080-NT tox – kills 2HG-producing HT-1080-NT fibrosarcoma cells; HT-1080-NT fibrosarcoma viability, CellTiter-Glo ATP luminescence, 48 h; hit rate 1.6% among 360,000; Potency, µM (doses to about 46.1 µM), without a hit: top-dose activity, negative = less viability, usual class: cytotoxic;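 also: NT is the 2HG producing partner of a matched IDH1 knockdown line; potency is read from the fitted curve at half-maximal effect; 0% = DMSO-treated cells and -100% = media-only wells without cells; nearly all actives have a fitted effect of over 55% in size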
#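 Read-out is CellTiter-Glo luminescence after 10 minutes at room temperature, following 48 hours' compound treatment of HT-1080-NT cells (750 cells/well, RPMI, 5% FBS, 37 degrees C).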
# SW480 rerep – induces DNA re-replication in SW480 colon adenocarcinoma cells; hit rate 1.8% among 340,000; AID 624297; SW480 DNA re-replication, Hoechst DNA content imaging, 48 h; Potency, µM (titrated, usually from 46.1 µM), for inactives: at the top dose re-replication activation, most hits filed as activators; also: potency is read from the fitted curve at half-maximal effect; % of control where 0% means no effect; nearly all actives have a fitted effect of over 55% in size
#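 SW480 cells exposed to compounds for 48 hr at 37 C, 5% CO2, then Hoechst-stained 40 min. Nuclear DNA content imaged by fluorescence scanning (405 nm excitation, 500-530 nm emission); re-replication scored as increased high-intensity nuclei.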
# * hit, by the source's call; ? = inconclusive; / = no result given; & = joins results of further samples; [ ] = remark or other dose. Unless noted, calls follow the shape of the dose curve; as a rule, active = well fitted curve in the direction sought with a large enough effect; inconclusive = small, poorly fitted or top-dose-only effect, or another doubt; inactive = no such curve, though single readings can be large; an effect the other way counts as inactive or inconclusive. Rows were taken by chance (roughly 12% active in at least one column).
SMILES,DRD3 agonist,D3 antag,GLP1R ag,KB-3-1 cytotox,HT1080 IDH1KD tx,IL-1B inflam inh,KB-V1 MDR tox,HT1080-NT tox,SW480 rerep
O=C(Cn1ccc([N+](=O)[O-])n1)NCc1cccs1,7,38,-9%,0%,6%,5,8%,9%,-4%
CCC(Oc1ccccc1)C(=O)Nc1ccc(S(=O)(=O)N2CCOCC2)cc1 (configuration not stated),-3,5,-1%,7%,7%,24,-21%,5%,1%
Cc1ccccc1NC(=O)/C(C#N)=C/c1ccc[nH]1,-9,-27,6%,9%,-14%,11,-6%,-1%,29%
Cc1nn(CCO)c(C)c1Oc1ccccc1O,6,-2,14%,8%,8%,25,17%,10%,0%
COc1ccc(S(=O)(=O)N2CCC(C(=O)NCCCN3CCOCC3)CC2)cc1,4,-1,-3%,2%,8%,3,52%,10%,-14%
CCOC(=O)c1ccc(NC(=O)CC2Sc3ncnn3C2=O)cc1 (configuration not stated),2,-9,-12%,3%,2%,?,11%,1%,-1%
Cc1cc(C)nc(-n2nc(C)c3c(C(=O)O)cc(-c4cccc(Br)c4)nc32)n1,0,-11,-6%,8%,5%,-10,0%,0%,?
COc1cc2c(cc1OC)CN(CC(=O)Nc1ccccc1C(=O)NC1CC1)CC2,0,-18,2%,-11%,-1%,-16,-2%,-9%,1%
Cc1cc2oc(=O)c(CC(=O)NCCCO)c(C)c2c2occ(C(C)(C)C)c12,7,25,4%,-4%,-2%,-2,-7%,-6%,5%
COc1ccc(-c2cc(-c3n[nH]c(=S)n3-c3ccccc3Cl)[nH]n2)cc1,-1,-14,14%,10%,0%,25,0%,7%,-10%
COc1cc(C2CC(c3ccccc3)=NN2c2ccccc2)ccc1OCC(=O)O (configuration not stated),6,32,1%,20%,-9%,-9,?,1%,16µM*
CC(C)n1cc(CN2CCCC(C(=O)Nc3cccc(-c4cc5ccccc5[nH]4)c3)C2)cn1 (configuration not stated),-27,-21,1%,?,?,-63*,?,21µM*,?
CC1(c2ccccc2Cl)NC(=O)N(CC(=O)N2CCc3ccccc32)C1=O (configuration not stated),-5,0,10%,-4%,-7%,-10,-2%,-9%,0%
c1csc(C2Nc3cccc4cccc(c34)N2)c1,-2,-70*,-12%,4%,-11%,-27,0%,-6%,-8%
CCOC(=O)C1CCN(c2nc3ccccc3nc2C(C#N)C(=O)OC(C)C)CC1 (configuration not stated),3,16,2%,2%,7%,-17,-2%,6%,3%[9.22 µM]
COc1cc(OC)cc(-c2c(-c3cccs3)c3cc(-c4ccc(C(N)=O)cc4)ccc3n2C)c1,39*,71,-7%,?,9%,17,-15%,10%,?
COC(=O)c1[nH]c2c(c1C)C(=O)CC(c1ccc(C)cc1)C2 (configuration not stated),1,0,1%,?,5%,35,?,12%,-3%
COc1cc(OC)c(S(=O)(=O)Nc2ccccc2N2CCOCC2)cc1NC(C)=O,5,-12,9%,21%,0%,5,0%,-2%,-6%
Cc1cc(OCC(O)CN2CCN(c3ccccn3)CC2)cc(C)c1Cl (configuration not stated),51*,-3,-1%,-17%,?,-69*,-1%,16µM*,-6%
Cc1ccc(-c2noc(CCC(=O)NC3CCCC3)n2)cc1,15,18,4%,-2%,-5%,16,-13%,-12%,-23%
C=CCSc1cc(C)nc2c(-c3ccccc3)c(C)nn12,25,2,?,?,?,13,7.3µM*,?,?
O=C(NCCOc1ccccc1)C1CCC(=O)N(CCc2ccccn2)C1 (configuration not stated),4,-18,-5%,-15%,-1%,0,-9%,25%,-2%
O=C(N/N=C\c1ccc(CNS(=O)(=O)c2ccccc2)o1)C(=O)Nc1ccc(F)cc1,3,35,-14%,0%,-17%,32,-2%,1%,/
CC(/C=N/NC(=O)c1ccc2nc(C)[nH]c2c1)=C\c1ccccc1,-6,-25,1%,-24%,17%,-7,-1%,18%,-1%
CSCC[C@H](NC(=O)c1ccc(Cl)c([N+](=O)[O-])c1)c1nc2ccccc2[nH]1,-30,-95*,-31%[inhibitor],?,?,-102*,?,?,13%
COC(=O)c1ccc(NS(=O)(=O)c2cc(C)ccc2OC)cc1,3,11,6%,8%,-9%,28,?,-21%,0%
CCOc1ccc(NC(=O)CN(C)C(=O)c2c(C)nn(-c3ccccc3)c2Cl)cc1OCC,-13,-4,7%,-1%,5%,-5,-10%,0%,0%
COc1ccccc1C(=O)NCC(=O)OCC(=O)N(CC(C)C)c1c(N)n(Cc2ccccc2)c(=O)[nH]c1=O,-6,-6,-7%,-1%,-2%,-3,24%,-4%,2%
Cc1ccccc1C(=O)NC1CCN(CC(=O)NCc2cccs2)CC1,4,9,0%,13%,1%,-12,-2%,-1%,1%
CN(C)/C=C1\SC(=S)N(c2ccc(F)cc2)C1=O,-2,0,1%,-1%,-4%,-3,3%,-11%,14%
CCN(CC)CCCNC(=O)c1ccc(N2CCCCC2)c(NS(=O)(=O)c2ccc(C)cc2)c1,-5,-5,14%,2%,3%,-6,6%,-10%,-34%[inhibitor]
Cc1cccc(S(=O)(=O)Nc2cccc(-c3cn4ccsc4n3)c2)c1,0,27,1%,-1%,-23%,-14,-20%,-24%,-5%
CC(C)C(=O)NC(=S)Nc1ccccc1N1CCN(C(=O)c2ccccc2)CC1,6,28,0%,2%,2%,28,-1%,-1%,1%
CC(C)Nc1nc(-c2ccncc2)nc(-c2ccc(Cl)cc2)c1C#N,-1,5,0%,7%,18%,24,-14%,3%,5%
c1csc(COc2ccccc2CNC2CCCCC2)c1,-23,-15,-3%,?,-29%,-73*,?,-11%,17%
O=C(NC1(C(F)(F)F)C(=O)Nc2c1c(=O)[nH]c(=O)n2-c1ccc(F)cc1)c1cccnc1 (configuration not stated),1,-9,-8%,0%,1%,-4,20%,4%,-7%
CCSc1nnc(NC(=O)c2nc3nc(C)cc(C)n3n2)s1,-2,3,-1%,4%,11%,2,-5%,-3%,1%
NC(=S)NNC(=O)COc1ccccc1O,0,-14,-3%,1%,7%,11,10%,2%,-12%
Cn1nccc1NC(=O)CC(CC(=O)O)c1ccccc1 (configuration not stated),7,-2,0%,5%,0%,0,18%,7%,-1%
CC1CCC(C(C)C)C(OCC(O)CNC(C)C)C1 (configuration not stated),-8,-2,1%,-2%,-9%,-10,-9%,-16%,3%
CCCN1C(=O)SC(CC(=O)Nc2ccc(C)cc2)C1=O (configuration not stated),-8,8,-8%,-2%,17%,-1,11%,12%,3%
O=C1CCc2cc(S(=O)(=O)NC3CCCCC3)ccc2N1,-1,10,4%,2%,3%,13,8%,2%,-3%
COc1cccc2c(N/N=C/c3ccccc3)cc(C)nc12,4,3,9%,0%,0%,8,-6%,-2%,-14%
CCN(CC(=O)Nc1ccc(NC(C)=O)cc1)C(=O)c1ccccc1Sc1ccccc1C#N,-1,5,-3%,-23%,-7%,-12,0%,-1%,13%
Cc1cc(C)cc(N(CC(=O)N2CCc3ccccc32)S(=O)(=O)c2c(C)noc2C)c1,-11,-23,-6%,2%,-3%,11,-13%,0%,-1%
O=C(/C=C/c1ccc([N+](=O)[O-])s1)N1CCCC1,2,-2,-1%,?,-19%,7,?,?,12µM*
COc1ccc(Cl)cc1C(=O)NC(=S)Nc1ccccc1N1CCOCC1,-6,-3,-1%,?,0%,31,-18%,19%,-16%
CCCN1CNc2c(c(=O)[nH]c(=S)n2CCc2ccc(OC)c(OC)c2)C1,-13,-18,-3%,-14%,3%&-1%,1,-9%,2%&-7%,-3%

# 11 compounds already listed, ordered by length of the SMILES, ascending:
SMILES,DRD3 agonist,D3 antag,GLP1R ag,KB-3-1 cytotox,HT1080 IDH1KD tx,IL-1B inflam inh,KB-V1 MDR tox,HT1080-NT tox,SW480 rerep
NC(=S)NNC(=O)COc1ccccc1O,0,-14,-3%,1%,7%,11,10%,2%,-12%
CC1CCC(C(C)C)C(OCC(O)CNC(C)C)C1 (configuration not stated),-8,-2,1%,-2%,-9%,-10,-9%,-16%,3%
Cn1nccc1NC(=O)CC(CC(=O)O)c1ccccc1 (configuration not stated),7,-2,0%,5%,0%,0,18%,7%,-1%
COc1cccc2c(N/N=C/c3ccccc3)cc(C)nc12,4,3,9%,0%,0%,8,-6%,-2%,-14%
O=C1CCc2cc(S(=O)(=O)NC3CCCCC3)ccc2N1,-1,10,4%,2%,3%,13,8%,2%,-3%
CCSc1nnc(NC(=O)c2nc3nc(C)cc(C)n3n2)s1,-2,3,-1%,4%,11%,2,-5%,-3%,1%
O=C(/C=C/c1ccc([N+](=O)[O-])s1)N1CCCC1,2,-2,-1%,?,-19%,7,?,?,12µM*
CCCN1CNc2c(c(=O)[nH]c(=S)n2CCc2ccc(OC)c(OC)c2)C1,-13,-18,-3%,-14%,3%&-1%,1,-9%,2%&-7%,-3%
CCN(CC(=O)Nc1ccc(NC(C)=O)cc1)C(=O)c1ccccc1Sc1ccccc1C#N,-1,5,-3%,-23%,-7%,-12,0%,-1%,13%
Cc1cc(C)cc(N(CC(=O)N2CCc3ccccc32)S(=O)(=O)c2c(C)noc2C)c1,-11,-23,-6%,2%,-3%,11,-13%,0%,-1%
O=C(NC1(C(F)(F)F)C(=O)Nc2c1c(=O)[nH]c(=O)n2-c1ccc(F)cc1)c1cccnc1 (configuration not stated),1,-9,-8%,0%,1%,-4,20%,4%,-7%
